# Compound activity deposited in PubChem by several laboratories.
# HGIII-sPLA2 inh – human group III sPLA2 inhibitors, primary screen, biochemical, QFRET, BODIPY PC-A2 liposome substrate; AID 743126, 2013; 0.56% of 370,000 active; QFRET BODIPY PC-A2 liposome hydrolysis, fluorescence; Group 3 secretory phospholipase A2 (Homo sapiens), Q9NZ20; inhibition, % at 12.2 µM;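 active means inhibition above mean plus 3 SD of compounds lying within the high and low control bounds, cut at about 19% in these data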;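 further: 0% = median of test compound wells and 100% = no enzyme DMSO wells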
# GC-B act – human GC-B receptor activators, primary screen, HEK293 GC-B cells, cGMP TR-FRET, EC30 CNP | Atrial natriuretic peptide receptor 2 (Homo sapiens), P20594 | 0.11% of 370,000 active | activation, % at 10 µM | 0% at EC30 CNP, 100% saturating CNP;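 active means activation at 10 µM reaching about 35% in either raw or pattern-adjusted values, limit read from the data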
# DAX1 inh-1 – DAX1 (NR0B1) inhibitors on StAR promoter, primary screen, cell-based, luminescence, SF-1 (NR5A1), full-length DAX-1; HEK293T StAR-luciferase reporter, SF-1/DAX-1 repression relief; 1.1% of 370,000 active; inhibition, % at 6.8 µM; AID 652010, 2013;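 active means inhibition above the mean over all tested compounds plus 3 SD, cut at about 3.6% in these data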;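 further: 0% = DAX-1 cells with DMSO and 100% = cells lacking DAX-1 with DMSO; higher inhibition means more luminescence from relief of DAX-1 repression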
# hcDAF-12 act – H. contortus DAF-12 nuclear receptor activators, primary screen, cell-based, luminescence, HEK293, lit1-tk-luc reporter; HEK293 hcDAF-12 lit1-tk-luc reporter; 0% DMSO, 100% Δ7-dafachronic acid; activation, % at 6.8 µM; 1.4% of 370,000 active; AID 652067, 2013;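 active means activation above the mean of all tested compounds plus 3 SD, cut at about 5.5% in these data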;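 further: 100% = response to 3 µM Δ7-dafachronic acid high control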
# ssDAF-12 act – S. stercoralis DAF-12 nuclear receptor activators, primary screen, cell-based, luminescence, HEK293, GRIP1 co-expression, lit1-tk-luc | Nuclear hormone receptor DAF-12 (Strongyloides stercoralis) | HEK293 ssDAF-12/GRIP1 lit1-tk-luc reporter; % of 3 µM dafachronic acid response | activation, % at 6.8 µM | 1% of 370,000 active | AID 652126, 2013;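 active means activation above the mean over all tested compounds plus 3 SD, cut at about 0.9% in these data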;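 further: 0% = DMSO-only wells and 100% = 3 µM delta7-dafachronic acid wells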
# ADAM10 inh – human ADAM10 inhibitors, primary screen, biochemical, QFRET, HTS | AID 720582, 2013 | recombinant ADAM10, EDANS/DABCYL FRET peptide cleavage, 3 h | 0.62% of 370,000 active | inhibition, % at 7 µM;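 active means inhibition above a per-campaign cutoff equal to the mean of compounds falling between control-based bounds plus 3 SD, cut at about 20% in these data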;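 further: 0% = DMSO wells while the 100% control is not disclosed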
# Target sequence (O14672 214-748 limits assumed): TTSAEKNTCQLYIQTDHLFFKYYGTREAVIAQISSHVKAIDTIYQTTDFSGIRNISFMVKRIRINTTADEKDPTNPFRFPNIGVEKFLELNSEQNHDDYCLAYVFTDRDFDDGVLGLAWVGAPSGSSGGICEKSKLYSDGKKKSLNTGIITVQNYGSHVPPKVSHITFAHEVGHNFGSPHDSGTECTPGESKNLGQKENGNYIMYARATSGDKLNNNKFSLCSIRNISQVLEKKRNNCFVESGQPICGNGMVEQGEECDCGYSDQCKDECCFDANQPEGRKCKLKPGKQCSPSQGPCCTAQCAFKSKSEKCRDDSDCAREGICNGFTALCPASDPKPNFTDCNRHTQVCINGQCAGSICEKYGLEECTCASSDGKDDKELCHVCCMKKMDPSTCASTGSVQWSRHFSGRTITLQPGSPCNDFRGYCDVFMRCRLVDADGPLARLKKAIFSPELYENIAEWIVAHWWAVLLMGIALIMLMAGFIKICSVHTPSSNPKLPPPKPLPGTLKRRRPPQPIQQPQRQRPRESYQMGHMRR
# SMARCA2 activ – SMARCA2 (BRM) function activators, primary screen, cell-based, luminescence, high throughput; MG213 cells, MMTV-luciferase reporter, dexamethasone, overnight; activation, % at 9.1 µM; 1% of 370,000 active; in the data active means activation above about 7.8%;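 further: 0% = vehicle wells and 100% = reference activator wells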
# hgDAF-12 ag – H. glycines DAF-12 receptor agonists, primary screen, cell-based, luminescence, HEK293, GAL4 fusion, UAS-luciferase | Nuclear hormone receptor DAF-12 (Heterodera glycines), GAL4 fusion | HEK293 GAL4-hgDAF12 UAS-luciferase reporter, agonist luminescence; normalized to butyrate control | activation, % at 6.8 µM | 1.8% of 370,000 active;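 active means activation above a cutoff set at the mean of all screened compounds plus 3 SD, cut at about 10% in these data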;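 further: 0% = DMSO wells and 100% = sodium butyrate wells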
# DAX1 inh-2 – DAX1 (NR0B1) inhibitors, primary screen, cell-based, HEK293, Gal4-DAX1, luciferase luminescence | Nuclear receptor subfamily 0 group B member 1 (Homo sapiens), P51843 | HEK293 Gal4-DAX1 luciferase reporter | inhibition, % at 6.75 µM | 0.99% of 340,000 active | AID 504766, 2011;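 active means inhibition above the mean over all tested compounds plus 3 SD, cut at about 4.2% in these data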;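 further: 0% = DAX1-transfected cells with DMSO and 100% = empty-vector control cells with DMSO; inhibition shows as a rise in luminescence from relieved DAX1 repression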
# Target sequence (P51843 207-470 limits assumed): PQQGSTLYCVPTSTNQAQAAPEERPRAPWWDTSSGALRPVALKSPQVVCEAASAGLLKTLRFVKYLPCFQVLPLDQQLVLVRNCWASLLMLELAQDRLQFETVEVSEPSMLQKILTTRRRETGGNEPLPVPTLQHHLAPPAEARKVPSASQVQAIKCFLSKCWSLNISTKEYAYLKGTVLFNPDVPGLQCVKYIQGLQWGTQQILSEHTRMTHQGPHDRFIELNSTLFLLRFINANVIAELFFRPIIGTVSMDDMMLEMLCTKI
# FXN GAA850 act – FXN promoter activators, primary screen, cell-based, luciferase luminescence, HEK293 lucGAA850. HEK293 lucGAA850 FXN promoter luciferase reporter, 24 h; percent of 10 µM SAHA response. activation, % at 6 µM. 0.56% of 360,000 active. AID 540364, 2011;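 active means activation above the average of all compounds screened plus 3 SD, cutoff fixed separately per campaign, cut at about 7.5% in these data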;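 further: 0% = DMSO wells and 100% = 10 µM SAHA wells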
# GC-A act – GC-A stimulated cGMP production enhancers – HEK293 GC-A cells, cGMP TR-FRET, EC30 ANP, primary screen | Atrial natriuretic peptide receptor 1 (Homo sapiens), P16066 | 0% at EC30 ANP, 100% saturating ANP | activation, % at 10 µM | 0.14% of 370,000 active | AID 1671463, 2021; in the data active means activation above about 40%
# * = called active by the depositor; / = no result given. This is a random part of the collection; overall some 6.6% were active at least once.
1. COc1ccc(CNC(=O)COC(=O)C2(C)CC2(Cl)Cl)cc1 (centres undefined)
2. CCOC(=O)c1cnc2c(N=Nc3ccccc3)c(N)nn2c1N
3. CCCc1[nH]nc2c1C(CCc1ccccc1)C(C#N)=C(N)O2 (centres undefined)
4. CN1CCN(c2ccccc2NC(=O)Cn2ncc3c([nH]c4ccccc43)c2=O)CC1
5. Cn1cc(Cl)c(/C=C(\C#N)S(=O)(=O)c2ccccc2)n1
6. COc1ccc(/C(O)=C2/C(=O)C(=O)N(CCCC(=O)O)C2c2ccc(OC)c(OC)c2)cc1 (centres undefined)
7. Cc1cc(OCC(=O)NCCCN2CCOCC2)c2c(C)cc(=O)oc2c1
8. Cc1nn(C2CCS(=O)(=O)C2)c(C)c1CN(C)C(=O)c1ccc(F)cc1 (centres undefined)

compound no.	1	2	3	4	5	6	7	8
HGIII-sPLA2 inh	13	5	-36	-7	0	-2	4	2
GC-B act	0	-1	-16	4	2	4	-5	-3
DAX1 inh-1	-0.5	2.0	0.2	0.3	0.0	0.2	-0.5	-0.7
hcDAF-12 act	2.7	1.3	1.5	-0.8	0.8	0.1	-0.2	-0.8
ssDAF-12 act	-0.4	0.9*	0.3	-1.1	-1.1	-1.3	-0.1	-1.8
ADAM10 inh	-9	-11	-14	-2	-4	0	-384	-4
SMARCA2 activ	-3	8.3*	0	1	-3	-1	-2	-1
hgDAF-12 ag	-1.3	7.2	-1.4	2.9	-1.3	-3.0	0.7	0.8
DAX1 inh-2	0.4	0.2	-0.8	0.2	1.4	0.2	0.4	-1.2
FXN GAA850 act	2.6	4.1	-1.6	-0.3	1.0	3.4	-0.9	0.0
GC-A act	3	17	-38	1	13	-1	3	0

9. CCCCNC(=O)c1cc2cccc([N+](=O)[O-])c2[nH]1
10. COc1cc(/C=C/C(=O)Nc2ccncc2)cc(OC)c1OC
11. Cc1cc(C)n(C(=O)CSc2ccc(Cl)cc2)n1
12. Cc1cccc(Nc2nc(N)nc(CN3CCN(Cc4ccc5c(c4)OCO5)CC3)n2)c1
13. Cc1ccc(CNC(=O)C2CCC(=O)N2CCc2ccccc2)cc1 (centres undefined)
14. O=C(Oc1nsnc1N1CCCCC1)N1CCOCC1
15. Cc1noc(C)c1CSc1nc2ccccc2n1C
16. COc1cccc(N(CC(=O)NC2CCCCCC2)S(=O)(=O)c2ccccc2)c1

compound no.	9	10	11	12	13	14	15	16
HGIII-sPLA2 inh	-2	7	9	-9	-1	-1	-2	1
GC-B act	18	5	-5	-7	5	1	3	-7
DAX1 inh-1	0.0	-0.5	-0.7	0.5	-0.3	-1.6	0.5	-0.9
hcDAF-12 act	2.8	-1.8	0.1	-1.4	-1.4	0.6	-0.1	-0.1
ssDAF-12 act	-1.2	-1.2	-1.0	-1.3	0.6	-1.2	-0.5	-0.3
ADAM10 inh	9	-390	-1	5	-5	2	-16	-8
SMARCA2 activ	-3	0	-3	-3	-1	-3	3	-1
hgDAF-12 ag	2.1	2.7	0.1	-2.8	-1.7	-6.7	1.7	-1.1
DAX1 inh-2	1.7	-1.1	0.3	-0.7	1.2	-2.0	-1.0	0.7
FXN GAA850 act	2.0	0.3	0.8	-0.8	-0.8	-1.5	1.0	-0.2
GC-A act	16	3	-4	-5	3	2	-3	-8

17. NC(=O)c1coc(-c2ccccc2)n1
18. COc1ccc(NC(C)=O)cc1CNC(=O)COc1c(C)c(C)cc(C)c1C
19. O=C(N/N=C/c1cccnc1)c1cc(-c2ccccc2OCc2ccccc2)n[nH]1
20. Cc1sc2ncn(CC(=O)NCc3ccco3)c(=O)c2c1-c1ccccc1
21. COCCOC(=O)C1=C(C)OC(N)=C(C#N)C1c1ccco1 (centres undefined)
22. CCCCOC(=O)Nc1ccc(C(C)C)cc1
23. CC(NC(=O)c1cc2c(=O)n(C)c3ccccc3c2n1C)c1ccc2c(c1)OCCO2 (centres undefined)
24. O=C(NCCc1ccccc1)c1coc(=O)c(Br)c1

compound no.	17	18	19	20	21	22	23	24
HGIII-sPLA2 inh	-2	5	-15	-3	-5	-4	4	3
GC-B act	4	-2	5	6	-6	7	2	-4
DAX1 inh-1	0.4	0.0	-1.8	-0.5	-0.2	2.3	0.5	0.0
hcDAF-12 act	-0.5	-1.8	-2.0	-0.7	-2.3	2.1	-1.3	-1.1
ssDAF-12 act	-1.1	-0.5	-1.4	-0.9	-1.2	0.2	-0.6	-0.6
ADAM10 inh	-6	-8	16	-1	1	-12	-10	-431
SMARCA2 activ	-2	-5	-6	-1	-1	2	0	27*
hgDAF-12 ag	-4.7	-3.9	-0.4	-3.3	-1.1	5.5	17*	-0.8
DAX1 inh-2	-1.1	-0.9	0.9	-2.1	0.1	0.0	-0.1	0.7
FXN GAA850 act	1.4	2.4	-2.2	2.2	-1.7	3.5	-1.1	8.0*
GC-A act	0	0	-2	0	0	5	-3	11

25. CCNC(=S)N(Cc1ccc(OC)cc1)C1CC(=O)N(c2ccc(OCC)cc2)C1=O (centres undefined)
26. O=Cc1ccccc1OCc1nnsc1Cl
27. Fc1ccc(Oc2cc(N3CCOCC3)nc(-c3ccccc3)n2)c(F)c1
28. Cc1cc(C)cc(OCC(=O)Nc2nc(-c3ccccn3)cs2)c1
29. CC(NC(=O)c1cc(F)c(F)cc1Cl)C1CC2CCC1C2 (centres undefined)
30. O=C(CO)N/N=C/c1ccccc1F
31. CCN(CC)c1ccc(/C=N/NC(=O)c2ccoc2C)cc1
32. C=CCNCc1ccc(OC)cc1OC

compound no.	25	26	27	28	29	30	31	32
HGIII-sPLA2 inh	-35	0	-4	11	2	7	1	16
GC-B act	-1	-7	-3	-1	-1	7	-5	0
DAX1 inh-1	-0.8	0.1	-0.4	-1.2	0.1	-0.2	2.0	0.1
hcDAF-12 act	-1.0	-0.1	1.4	1.3	-0.7	-1.6	4.8	-0.6
ssDAF-12 act	-1.3	-1.2	-1.5	-0.5	-0.6	-0.4	0.5	-1.1
ADAM10 inh	8	4	7	-11	5	4	-73	-13
SMARCA2 activ	-2	2	-1	0	-2	0	11*	0
hgDAF-12 ag	0.2	-1.7	-1.0	1.6	1.8	-0.4	17*	-2.1
DAX1 inh-2	1.1	-0.4	0.5	-0.6	-0.8	0.2	0.7	/
FXN GAA850 act	-1.0	1.1	1.9	0.9	2.2	-0.2	1.9	/
GC-A act	-1	-3	-2	-1	-2	1	-2	-1

33. CN(C(=O)COC(=O)c1cc(S(=O)(=O)N(C)C)ccc1Cl)C1CCS(=O)(=O)C1 (centres undefined)
34. O=C(Cc1cccs1)N/N=C/c1ccc(OCc2ccccc2)cc1
35. Cc1nn(CC(=O)N2CCN(c3cccc(C(F)(F)F)c3)CC2)c(=O)c2cccn12
36. Cc1c(NC(=O)c2n[nH]c(=O)c3ccccc23)c(=O)n(-c2ccccc2)n1C
37. CSc1cccc(NC(=O)Cn2cccc2)c1
38. O=C(N/C(=C/c1cccc(Br)c1)C(=O)N1CCCCC1)c1ccco1
39. CCCCOC(=O)c1ccc(NC(=O)COC(=O)C2CSC3(C)CCC(=O)N23)cc1 (centres undefined)
40. COc1ccc(N2CCN(C(=O)COC(=O)c3oc4ccc(OC)cc4c3C)CC2)cc1

compound no.	33	34	35	36	37	38	39	40
HGIII-sPLA2 inh	-3	-18	6	3	-15	-2	-14	-2
GC-B act	-3	2	-1	-1	-1	7	0	-2
DAX1 inh-1	-0.4	-1.1	-0.3	0.7	-1.1	0.8	2.6	-0.8
hcDAF-12 act	1.3	-1.1	2.1	1.8	-0.9	-2.6	-0.1	-1.4
ssDAF-12 act	-0.7	-0.9	-0.9	-0.3	-1.5	0.3	-1.0	-0.8
ADAM10 inh	0	8	2	-5	-4	-9	11	-62
SMARCA2 activ	-3	-1	-5	-1	-3	-6	-1	3
hgDAF-12 ag	0.9	1.3	-0.2	-1.6	0.1	-0.6	3.7	-1.6
DAX1 inh-2	1.4	-0.2	0.5	0.3	1.3	-1.1	-0.4	-2.1
FXN GAA850 act	-2.4	1.5	-2.1	-0.9	-1.1	-1.8	1.2	1.6
GC-A act	-2	3	2	1	0	1	4	2

41. CC(C)NC(=O)C1(C)CCN1C(=O)c1cccc(F)c1 (centres undefined)
42. O=C(c1ccco1)N1CCN(c2c(-c3ccccc3)c3cc(Cl)ccc3[nH]c2=O)CC1
43. CC(C)CC(=O)NC(=S)Nc1ccc(CN2CCOCC2)cc1
44. COc1cc(CO)ccc1OCC(=O)Nc1cccc2ccccc12
45. O=C(c1ccc2ccccc2n1)N1CCN(c2ccccc2O)CC1
46. CC(C(=O)Nc1ccccc1Sc1ccccc1)N(c1ccccc1)S(C)(=O)=O (centres undefined)
47. COc1ccc(C2CC(=O)Oc3c(C(CCN4CCCC(C)C4)c4ccc(N(C)C)cc4)c(OC)cc(OC)c32)cc1 (centres undefined)
48. Cc1ccc(C(=O)Nc2ccccc2N2CCN(C(=O)C(C)C)CC2)cc1C

compound no.	41	42	43	44	45	46	47	48
HGIII-sPLA2 inh	6	-10	6	1	-6	-16	1	-2
GC-B act	1	-3	8	-5	-2	-14	-2	-6
DAX1 inh-1	-0.1	0.0	-0.8	-3.4	-0.1	-1.1	-0.3	-1.4
hcDAF-12 act	-1.4	-2.1	0.0	1.8	3.9	-2.2	-1.4	-1.7
ssDAF-12 act	-1.5	-1.2	-0.2	-1.4	0.6	-1.3	-0.9	-1.0
ADAM10 inh	-15	-46	-3	1	-1	11	-11	7
SMARCA2 activ	-2	1	-2	4	2	0	0	2
hgDAF-12 ag	0.8	-2.3	0.7	-0.9	1.4	-4.0	-0.8	-1.6
DAX1 inh-2	/	-0.8	0.9	-0.5	-0.4	-0.3	1.0	-1.6
FXN GAA850 act	-0.8	1.7	1.8	-0.1	3.2	0.4	0.2	2.4
GC-A act	1	-3	-7	2	-5	-23	1	1
